# RXFP1 antagonist – antagonists of human relaxin receptor RXFP1 | activity change, negative = inhibition, % at 57.5 µM | HEK293-RXFP1, relaxin-stimulated cAMP HTRF, 30 min; active compounds read low | 350,000 compounds, 0.59% hits | Q9HBX9 | AID 1259400;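 active means activity change of -60% or lower, but not beyond a set lower limit; inconclusive means change between -60% and -40%, or beyond the set limit; inactive means change above -40%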; further: on the % scale 0 is the no-effect control and ±100 the full control effect
# Apoferritin bind – binds horse apoferritin like a general anesthetic; Potency, µM (doses to about 77.5 µM), without a hit: at the highest dose activity change, negative = displacement, most hits filed as inhibitors; apoferritin/1-aminoanthracene competitive binding, fluorescence; AID 485281; P02791; 350,000 compounds, 0.074% hits; further: potency means the concentration at half of the fitted maximal effect; on the % scale 0 is the no-effect control and ±100 the full control effect; nearly all actives have a fitted effect of over 20% in size
# Target sequence (P02791 2-175 limits assumed): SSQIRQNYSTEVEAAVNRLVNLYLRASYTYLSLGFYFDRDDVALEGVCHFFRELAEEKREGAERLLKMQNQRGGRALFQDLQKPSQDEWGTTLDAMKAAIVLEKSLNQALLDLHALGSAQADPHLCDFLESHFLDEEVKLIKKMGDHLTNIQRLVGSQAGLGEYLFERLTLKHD
#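 Probe: 1-aminoanthracene (50% saturated, PBS). Protein: horse-spleen apoferritin, 10 uM. Incubation: 10 min, room temperature. Detection: 380 nm excitation, 535 nm emission. Analysis: normalized response, four-parameter Hill.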
# RXFP1 agonist – RXFP1 (human) receptor agonism; Q9HBX9; HEK293T-RXFP1 cAMP TR-FRET, 30 min; response scale: percent of porcine relaxin response, buffer zero; Potency, µM (doses to about 57.5 µM), for inactives: at the highest dose activation, usual class: activators; 370,000 compounds, 0.3% hits; AID 2676; further: potency means the concentration at half of the fitted maximal effect; on the % scale 0 is the no-effect control and ±100 the full control effect; nearly all actives have a fitted effect of over 60% in size; many of its hits are not listed in these tables
#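 cAMP rise read by TR-FRET after 30 min, 37C compound exposure (up to 58 uM) in RXFP1-transfected HEK293 cells with Ro 20174 present. EC50 from Hill-equation fits, with 29 nM porcine relaxin as 100% and buffer as basal.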
# TRHR PAM – allosterically enhances the human TRH receptor. TRHR cells, fluo-8 calcium fluorescence, EC20 TRH enhancement. enhancement, % at 2 µM. 360,000 compounds, 0.66% hits. AID 493056; in the data active means enhancement above about 30%; further: 0% is about no effect
# Target sequence (P34981 whole entry, looked up): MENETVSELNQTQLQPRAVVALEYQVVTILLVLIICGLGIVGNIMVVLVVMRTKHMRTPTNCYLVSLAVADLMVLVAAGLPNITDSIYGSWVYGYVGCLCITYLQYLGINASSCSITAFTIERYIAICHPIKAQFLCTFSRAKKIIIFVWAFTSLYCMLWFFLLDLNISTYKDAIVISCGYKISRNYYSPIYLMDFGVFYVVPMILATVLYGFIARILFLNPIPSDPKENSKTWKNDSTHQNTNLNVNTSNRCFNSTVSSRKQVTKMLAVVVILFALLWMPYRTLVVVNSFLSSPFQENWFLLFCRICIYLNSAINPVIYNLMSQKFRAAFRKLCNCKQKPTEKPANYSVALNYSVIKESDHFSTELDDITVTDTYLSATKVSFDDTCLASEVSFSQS
#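 TRHR-expressing cells loaded with fluo-8 calcium dye were read kinetically (ex 480/em 530) during compound addition, then stimulated with an EC20 of TRH (10 nM final). Enhancement of the Gq-mediated intracellular calcium response was scored.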
# D1 antagonist – blocks dopamine activation of the human D1 receptor. 360,000 compounds, 3.2% hits. activity change, negative = inhibition, % at 10 µM. AID 504652. HEK293 TREx D1 cells, calcium flux, dopamine EC80; active compounds read low. P21728; in the data active means activity change below about -30%; further: on the % scale 0 is the no-effect control and ±100 the full control effect
# Target sequence (P21728 whole entry, looked up): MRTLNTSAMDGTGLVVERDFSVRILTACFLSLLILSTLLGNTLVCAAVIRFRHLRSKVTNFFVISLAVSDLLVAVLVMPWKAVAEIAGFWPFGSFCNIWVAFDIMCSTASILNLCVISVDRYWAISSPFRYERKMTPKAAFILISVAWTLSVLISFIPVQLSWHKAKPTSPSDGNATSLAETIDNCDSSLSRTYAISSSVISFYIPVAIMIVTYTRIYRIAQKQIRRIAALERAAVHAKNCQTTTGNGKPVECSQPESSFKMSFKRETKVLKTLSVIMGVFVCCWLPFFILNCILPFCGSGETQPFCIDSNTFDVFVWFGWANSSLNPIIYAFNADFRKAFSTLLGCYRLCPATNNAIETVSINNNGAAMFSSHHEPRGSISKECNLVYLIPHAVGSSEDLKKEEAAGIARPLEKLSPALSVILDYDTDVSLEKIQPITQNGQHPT
#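 Using tetracycline-induced force-coupled D1 Hek293 cells and a calcium dye, signals were followed for 180 s after compound, then for 180 s after EC80 dopamine, to detect inhibitors.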
# D1 ag – human D1 receptor agonism; P21728; 360,000 compounds, 1% hits; activation, % at 2 µM; HEK293 T-REx D1 cells, calcium flux, agonist mode; in the data active means activation above about 30%; further: 0% is about no effect
#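 Agonism was scored from calcium flux recorded over 180 s (1 read/s) after pintool compound addition, following a 10-cycle baseline. Cells were inducible force-coupled HEK293 TREx D1, plated overnight at 30 C and loaded with no-wash calcium dye.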
# TRHR agonist – agonists of human TRH receptor | P34981 | TRHR cells, calcium flux fluo-8, FDSS agonist mode | activation, % at 2 µM | 360,000 compounds, 0.18% hits; in the data active means activation above about 30%; further: 0% is about no effect
#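 TRHR-expressing cells loaded with fluo-8 calcium dye; 23 nL library compound pin-transferred, kinetic FDSS fluorescence (Ex 480/Em 530) recorded about 180 s for agonist-induced calcium release, before a 10 nM TRH EC20 addition for potentiator mode.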
# D1 potentiator – enhances dopamine response at the human D1 receptor. AID 504651. 360,000 compounds, 0.036% hits. potentiation, % at 10 µM. HEK293 TREx D1 cells, calcium flux, dopamine EC20 potentiation. P21728; in the data active means potentiation above about 30%; further: 0% is about no effect
# D2 PAM – positively modulates the human D2 dopamine receptor allosterically; P14416; HEK293 T-REx D2, calcium flux, EC20 dopamine potentiation; potentiation, % at 10 µM; 340,000 compounds, 0.34% hits;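 active means potentiation over 3 SD above the plate norm, cut at about 30% in these data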; further: 0% is about no effect
#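 Calcium flux readout, no-wash dye, 1 read/s. Inducible HEK293 Trex D2 line, overnight 30 C. Compound alone 180 s (agonist flags), then EC20 dopamine, another 180 s to score potentiation.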
# Active calls of the source: *; ? = inconclusive; . = not tested or not shown; & = joins results of further samples; [ ] = dose if it differs, or a comment. Unless noted, the call rests on the fitted dose curve; in most records, active means well fitted curve in the direction sought with a large enough effect; inconclusive means small, poorly fitted or top-dose-only effect, or another doubt; inactive means no such curve, though single readings can be large; an effect the other way counts as inactive or inconclusive. Not all compounds are listed; count on the stated rates, not on these rows.
SMILES,RXFP1 antagonist,Apoferritin bind,RXFP1 agonist,TRHR PAM,D1 antagonist,D1 ag,TRHR agonist,D1 potentiator,D2 PAM
Cc1ccccc1NC(=O)c1nc(S(C)(=O)=O)ncc1Cl,?,-4%,-1.4%,-2,-17,2,-0.1,2,7
CCCCC[C@H](O)/C=C/C1=C(CCCCCCC(=O)O)C(=O)CC1,.,-19%&0%,3.1%,2,9,0,-0.4,-3,0
CCn1cc(/C=C(\NC(=O)c2ccc(C)cc2)C(=O)NCCCn2ccnc2)c2ccccc21,.,-8%,-1.5%,-2,5,0,0.9,-1,.
O=C1CCc2cc(NS(=O)(=O)c3ccc(Cl)cc3)cc3c2N1CC3,-1,.,0.0%,-2,-6,0,0.7,4,0
Cc1ccc2nc(SCC(=O)N3CCN(c4ccccc4)CC3)nc(=O)n2c1,14,.,?,-1,12,0,-0.1,0,2
Cc1ccc(C(=O)N/N=C/c2ccc([N+](=O)[O-])s2)cc1,4,-5%,1.0%,1,16,10,13,-10,-12
c1ccc2c(c1)[nH]c1c(N3CCOCC3)ncnc12,-9,-5%,1.5%,9,-12,10,-0.2,-4,1
COc1ccc(C)cc1Nc1ncnc2c1c(-c1ccccc1)cn2-c1ccc(C)cc1,-6,-4%,4.4%,27,7,-1,0.3,-1,-8
CC[N+](C)(CC)CC(=O)OCC1C(C)C=C(C)CC1C (stereo not given),-8,-5%,-0.1%,-7,-1,4,1.5,-7,-2
Cc1ccc(CNC(=O)c2ccc(S(=O)(=O)Nc3c(C)n(C)n(-c4ccccc4)c3=O)cc2)cc1,8,-14%,0.0%,-5,-3,3,-0.4,-4,-6
Cc1ncc(CO)c(/C=N/NC(=O)c2ccoc2C)c1O,-12,.,2.1%,4,4,2,0.2,-1,-2
Nc1nnc(CC(=O)N/N=C/c2ccc(-c3ccccc3Cl)o2)s1,-5,-11%,-3.3%,1,-2,0,0.3,-10,-9
Cc1ccc(C2C(=O)N(C3CCCC3)CC(=O)N2CC2COc3ccccc3O2)cc1 (stereo not given),-9,-9%,1.8%,-5,16,1,0.0,-5,16
COC(=O)Cn1c(=O)c2c(nc3n2CCN3c2cccc(C)c2)n(C)c1=O,-6,?,4.6%,-2,6,4,-0.1,0,5
CCOc1ccc(NC(=O)C2CC(=O)N(c3ccc4c(c3)OCCO4)C2)cc1OCC (stereo not given),-10,.,0.7%,0,-8,1,0.2,-12,0
Cc1cc(S(=O)(=O)NCCN(C)C)c(C)s1,2,-4%,3.1%,4,-4,1,0.1,2,-4
Cc1cc2c(n1-c1ccc(C(=O)NCc3ccccc3Cl)cc1)CCCC2,-20,-1%,3.7%,1,-11,0,0.1,2,-8
O=C(OCc1cccc(C(F)(F)F)c1)c1ccc(-c2nnn(Cc3ccc(F)cc3)n2)cc1,.,5%,-0.2%,3,0,4,5.0,-1,-1
Cc1cc(Br)c2[nH]cc(CCNC(=O)c3ccco3)c2c1,-88*,1%,-1.5%,-5,-6,0,-0.4,-5,-8
CC1CN(C(=O)COC(=O)c2ccc(C#N)cc2)CC(C)O1 (stereo not given),0,-6%,2.1%,3,-1,0,0.6,-2,11
CCOC(=O)C1(Cc2ccc(OC)cc2)CCN(C(=O)CCc2cccnc2)CC1,0,-8%,3.0%,2,3,2,-0.9,-3,15
COc1ccc(C(C(=O)NCc2ccccc2)N(Cc2ccco2)C(=O)c2snc(C(N)=O)c2N)cc1OC (stereo not given),0,-2%,-3.7%,3,2,3,-0.3,-3,-9
COc1ccc(Cc2nc3ccc(C(=O)N4CCC(N(C)C)C4)cc3o2)cc1 (stereo not given),-2,-10%,0.0%,-1,22,4,0.6,-5,1
Oc1ccc2ccccc2c1CN1CCN(C/C=C/c2ccccc2)CC1,-7,221%[activator],2.3%,2,7,5,0.0,-5,-23
O=C(Nc1ccncc1)c1cccc(F)c1,-6,-5%,0.7%,-2,7,1,0.2,-5,1
SMILES,RXFP1 antagonist,Apoferritin bind,RXFP1 agonist,TRHR PAM,D1 antagonist,D1 ag,TRHR agonist,D1 potentiator,D2 PAM
O=C(O)c1ccc(N2CCOCC2)c(N2C(=O)C3C4C=CC(C4)C3C2=O)c1 (stereo not given),-9,-2%,-1.5%,2,7,1,-0.5,-5,6
CCOC(=O)c1ccc(NC(=O)c2c(NCc3sccc3C)sc3c2CCCCC3)cc1,-3,-9%,-1.2%,-5,4,1,0.5,-3,-8
Cc1occc1C(=O)NC1CCCCCCC1,-4,?,3.3%,0,-5,0,-0.4,-2,1
Cc1cc(C)n(C(=O)c2ccc([N+](=O)[O-])c(Cl)c2)n1,1,-11%,-0.9%,-3,6,0,-0.5,5,-2
CC(C)(C)c1nc2ccc([N+](=O)[O-])cc2[nH]1,-9,-6%,0.5%,-1,-4,13,-1.1,-1,-32
CCCCCOc1ccc(/C=C/C(=O)Nc2sc(C(C)=O)c(C)c2C(=O)OCC)cc1OC,-2,1%,2.3%,6,7,-1,0.2,-1,1
Cc1oc(-c2ccccc2)nc1CS(=O)CC(=O)O (stereo not given),.,-4%,-1.4%,8,-10,0,0.5,.,-4
CCCCn1cnc2c([nH]c3ccccc32)c1=O,5,-6%,0.2%,15,3,-1,-0.3,-1,-7
C#Cc1ccc([C@@H]2C=C(C(=O)OCC=C)O[C@H](OCC)[C@H]2CCCO)cc1,.,-16%,-1.5%,-1,11,19,-0.6,3,.
COc1ccc(NC(=O)C2=CC(c3ccc(OC)cc3)=NS(=O)(=O)N2C)cc1,-7,-22%,0.9%,1,-1,6,-0.2,1,-23
O=C(NCc1ccc2c(c1)OCO2)C(=O)NCC1CCCO1 (stereo not given),-11,?,-0.3%,0,-9,1,-0.1,1,4
Cc1ccc(-n2nnnc2CCl)cc1,5,-4%,-3.2%,12,6,0,-0.4,-2,25
CCN(CC)S(=O)(=O)c1ccc(NC(=O)[C@H](CCSC)N2Cc3ccccc3C2=O)cc1,.,49%[activator],-1.5%,7,1,4,0.1,-3,11
Cc1oc(-c2ccccc2F)nc1CSCC(=O)NC1CCC(C)CC1 (stereo not given),15,?,-0.2%,-7,9,8,0.2,-8,.
CCOC(=O)C1=NN(c2ccccc2)C(c2ccccc2)CC1=O (stereo not given),5,-18%,-1.7%,-4,-26,1,-0.4,5,10
Cn1c(SCc2cccnc2)nnc1-c1c[nH]c2ccccc12,2,9%,1.2%,3,-28,6,0.5,.,-2
C[N+]1(CCOC(=O)C2(c3ccccc3)CCCC2)CCCCC1,1,-5%,1.5%,3,13,2,-0.6,-9,-1
CCn1nnnc1Oc1ccc(Cl)cc1,5,-10%,1.3%,-4,2,-2,-0.8,-2,-13
CCN(CC(=O)Nc1ccc(NC(C)=O)cc1)C(=O)c1cc2c(s1)CCCC2,-1,.,1.0%,14,11,0,0.1,-1,9
O=C(NN1C(=O)C2CCCCC2C1=O)c1ccco1 (stereo not given),0,-7%,-1.7%,1,39,3,0.6,-3,1
CCOC(=O)C1=C(COC(=O)CCc2ccc(F)cc2)NC(=O)NC1C (stereo not given),-7,.,0.6%,-2,-10,0,-0.3,-1,12
Cn1cc(C(=O)O)c(=O)c2cc(S(=O)(=O)N3CCCCC3)ccc21,-12,-3%,0.2%,3,-22,-3,-0.3,0,4
CN1CCCN(C(=O)c2ccc(Cl)c(S(=O)(=O)N(C)c3ccccc3)c2)CC1,25,-14%,0.2%,-2,20,2,-0.3,-1,-2
Nc1ccncc1N,8,.,0.9%,8,0,1,-0.1,-4,-1
CC(C)C(NC(=O)c1ccco1)C(=O)OCC(=O)N1CC(=O)Nc2ccccc21 (stereo not given),-7,.,-0.2%,2,5,1,0.2,-6,3
SMILES,RXFP1 antagonist,Apoferritin bind,RXFP1 agonist,TRHR PAM,D1 antagonist,D1 ag,TRHR agonist,D1 potentiator,D2 PAM
O=C(NCc1ccccc1)c1ccc(Cl)c(NC2=NC3CS(=O)(=O)CC3S2)c1 (stereo not given),-5,-8%,1.2%,3,14,2,1.1,-13,.
Cn1c(CNC(=O)CNC(=O)c2ccccc2F)cc(=O)n(C)c1=O,28,9%,4.2%,1,-17,3,0.1,-1,4
CSc1nsc(NC(=O)Cc2ccccc2)n1,5,12%,1.6%,5,-19,9,0.4,0,-12
Cc1nc(-c2ccccc2)sc1C(=O)CSc1ccc(F)cc1,-11,-17%,3.2%,-2,-1,7,-0.4,-1,-3
Cc1oc(S(=O)(=O)N2CCCCC2)cc1NC(=O)Nc1ccccc1,-9,4%,0.0%,-6,-7,12,0.1,-6,-3
COC(=O)[C@@H]1C2CCC(C(=O)Nc3ccccc3)(CC2)[C@@H]1C(=O)OC,2,7%,-0.4%,0,2,1,-0.1,7,0
COc1cc(NC(=O)C(=O)NCCN2CCNCC2)c(OC)cc1Cl,0,-3%,0.1%,6,-10,0,-0.6,-2,.
COc1cccc(OCC(=O)NNC(=O)CCc2ccccc2)c1,8,-8%,-1.4%,-8,-6,3,0.3,11,25
O=C1CC(c2c(F)cccc2Cl)C2=C(COC2=O)N1 (stereo not given),-2,-8%,0.3%,-2,9,2,0.2,0,3
COc1cc2oc(=O)c3c(c2cc1OCC(=O)c1c(C)n(C)c2ccccc12)CCCC3,-2,2%,?,1,2,0,0.6,0,3
Cc1cc(N2CCOCC2)nc2ccc(NC(=S)NCCN(C)C)cc12,-7,2%,-2.4%,-1,2,1,0.4,-3,9
Cc1c2cnn(CC(=O)N3CCCCC3)c(=O)c2c(C)n1Cc1ccc(F)cc1,-13,?,-2.9%,-15,1,2,0.5,-2,-8
CC(=O)N1CCN(C(=O)c2cccc(S(=O)(=O)NCc3ccccc3)c2)CC1,-10,.,0.0%,19,7,2,-0.5,5,17

# Full records, looked up by structure. Order of screens: RXFP1 antagonist, Apoferritin bind, RXFP1 agonist, TRHR PAM, D1 antagonist, D1 ag, TRHR agonist, D1 potentiator, D2 PAM
# `COC(=O)[C@@H]1C2CCC(C(=O)Nc3ccccc3)(CC2)[C@@H]1C(=O)OC` in the list: 2, 7%, -0.4%, 0, 2, 1, -0.1, 7, 0
# `Cc1nc(-c2ccccc2)sc1C(=O)CSc1ccc(F)cc1` in the list: -11, -17%, 3.2%, -2, -1, 7, -0.4, -1, -3
# `O=C1CC(c2c(F)cccc2Cl)C2=C(COC2=O)N1` (stereo not given) in the list: -2, -8%, 0.3%, -2, 9, 2, 0.2, 0, 3
# `Cc1c2cnn(CC(=O)N3CCCCC3)c(=O)c2c(C)n1Cc1ccc(F)cc1` in the list: -13, ?, -2.9%, -15, 1, 2, 0.5, -2, -8
# `Cc1cc(N2CCOCC2)nc2ccc(NC(=S)NCCN(C)C)cc12` in the list: -7, 2%, -2.4%, -1, 2, 1, 0.4, -3, 9

# Screening results from PubChem.
